Screens: PubChem BioAssay, several laboratories
CendR NRP1 mod: alters CendR peptide binding to human NRP-1; O14786; FAM-RPARPAR peptide binding to NRP-1, fluorescence polarization; inhibition, % at 25 µM; 360,000 tested, 0.85% active; AID 602438;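 active means inhibition or corrected inhibition above about 18%, plus a signal ratio from 0.5 to 1.5, limit read from the data, passing the limit was not always enough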; further: strong numbers were not always called active
Neddyl block: cullin neddylation inhibition | TR-FRET cullin neddylation, biochemical | calls only at 25 µM | 360,000 tested, 0.58% active; in the data active means inhibition above about 36%
bovine MsrA act: bovine methionine sulfoxide reductase A activation; purified bovine MsrA, absorbance read-out; activation, % at 10.6 µM; 360,000 tested, 0.3% active; AID 602163; in the data active means activation above about 7.5%;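 further: 0% = vehicle and 100% = reference activator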
SKN-1 block: blocks SKN-1 activity in C. elegans | C. elegans VP596 Pgst-4::GFP/RFP ratio, acrylamide-induced, 24 h | inhibition, % at 21.8 µM | 360,000 tested, 0.49% active;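 active means interference check ratio from 0.5 to 1.5 plus GFP to RFP signal ratio inhibition reaching or exceeding a fixed threshold, cut at about 30% in these data, passing the limit was not always enough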; further: some compounds called inactive have numbers as strong as hits
MsrA inhibitor: inhibits bovine methionine sulfoxide reductase A. purified bovine MsrA, absorbance read-out. inhibition, % at 15.5 µM. 360,000 tested, 0.75% active; in the data active means inhibition above about 4.5%;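 further: 0% = vehicle wells with enzyme and 100% = reference inhibitor wells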
Rin1-Abl PPI inh: inhibitors of human Rin1-Abl protein interaction; P00519+Q13671; TR-FRET Rin1/Abl binding, biochemical; AID 588664; inhibition, % at 7.35 µM; 360,000 tested, 0.4% active; in the data active means inhibition above about 5%, passing the limit was not always enough
MT1-MMP act inh: blocks activation of human MT1-MMP; P50281; HT1080 RFP-PRO-GFP cells, GFP/RFP ratio fluorescence, overnight; percent of plate control window, DMSO zero; GFP/RFP ratio change, % at 20 µM; 360,000 tested, 0.061% active; AID 651647;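 active means GFP/RFP ratio change of at least 30% with cell ATP level not reduced by more than half and red fluorescence within 50% of control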; further: strong numbers were not always called active
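Assay system: HT1080 RFP-PRO-GFP cells | Dosing: 20 µM single dose, 1% DMSO | Incubation: Cells overnight before dosing, compound overnight, 37 °C, 5% CO2 | Evaluation: GFP/RFP fluorescence ratio | Control set: DMSO-only wells and HT1080 RFP-L50D-GFP cell wells as references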
eLon inh: E. coli protease La inhibition; purified E. coli Lon protease, fluorescence polarization; 360,000 tested, 0.42% active; AID 602123; inhibition, % at 7.94 µM; in the data active means inhibition above about 13%, passing the limit was not always enough;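 further: 0% = enzyme with probe and DMSO and 100% = no enzyme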
FAS-TE inh: inhibitors of human fatty acid synthase thioesterase domain; P49327; recombinant FAS-TE, OMFH fluorogenic substrate, fluorescence endpoint; inhibition, % at 15 µM; 360,000 tested, 0.67% active; AID 602261;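 active means compounds whose normalised, plate-corrected inhibition of enzyme fluorescence in the single-dose primary screen is 50% or more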;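 further: 0% = DMSO with enzyme and 100% = substrate without enzyme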
The depositor's hits bear a star; i = inactive; x = not tested or not shown.

SMILES	CendR NRP1 mod	Neddyl block	bovine MsrA act	SKN-1 block	MsrA inhibitor	Rin1-Abl PPI inh	MT1-MMP act inh	eLon inh	FAS-TE inh
CN1CCc2c(n(CC(O)CN3C(=O)c4ccccc4S3(=O)=O)c3ccccc23)C1=O (centres undefined)	19	i	-3	27	-0.7	-3	4	12	5
CS(=O)(=O)N1CCC(C(=O)O)CC1	15	i	-5	7	1.3	3	5	0	-9
CC(NC(=O)c1ccccc1)C(=O)Nc1ccccc1 (centres undefined)	8	i	-3	-8	1.6	2	3	4	-9
Cc1noc(C)c1COC(=O)c1cccc(N(C)C)c1	8	i	-2	-8	1.9	1	5	-1	0
O=C(CNC(=O)c1ccc(Br)o1)NCC1CCCCC1	-1	i	-6	-14	-0.9	5	0	-3	-3
COc1ccccc1N1CCN(c2ccc3ccccc3n2)CC1	-6	i	-3	5	0.3	0	-2	-4	23
C[C@@H]1COC(=O)[C@@H](Cc2ccc(F)cc2)C/C=C\C[C@@H](CC(=O)N(CCO)Cc2ccccc2)C(=O)N1	10	i	-4	16	-1.5	4	6	-10	-9
CCOC(=O)N1CCN(C(=O)CSCc2ccc(Br)cc2)CC1	-2	i	-2	-7	1.4	5	0	0	-1
Cc1ccc(C(=O)Nc2ccc(N3CCOCC3)cc2N2CCOCC2)cc1	6	i	-12	0	2.7	0	3	-7	2
CC(C)OCCCNC(=S)Nc1ccc(S(N)(=O)=O)cc1	-6	i	-1	0	-0.2	1	3	2	-17
Cc1ccccc1CN1CCN(C(=O)c2ccc(S(=O)(=O)NCc3ccco3)cc2)CC1	-2	i	2	-10	0.6	0	5	9	0
S=C1NNC2(NN1)C1CC3CC(C1)CC2C3	-6	i	-2	13	1.2	-3	2	-6	-3
Cc1cc(C(=O)COC(=O)/C=C/c2ccco2)c(C)n1C	-6	i	1	2	1.5	1	-2	5	-4
Cn1c(Cn2c(=O)sc3ccccc32)nnc1SCC(=O)NCc1ccc(F)cc1	11	i	0	14	0.5	0	0	3	-1
CCN(CC)CCCNC(=O)C(C)Sc1nc(-c2ccccc2)cc(C(F)(F)F)n1 (centres undefined)	-2	i	-1	2	-1.1	-1	2	5	-5
COC(=O)c1sccc1NC(=O)c1cc(-c2ccc(C)cc2C)nc2ccccc12	8	i	0	28	-0.1	-2	-2	-1	28
O=C(CN(C(=O)c1csnn1)c1ccc(F)c(Cl)c1)NC1CCCC1	9	i	-3	13	-0.8	-1	1	-1	-4
CCCN1C(=O)/C(=C/c2ccccc2OCc2ccc(C(=O)O)cc2)NC1=S	-11	i	-3	-5	1.4	2	7	-6	-7
Cc1ccc(Oc2ccc(Oc3ccc(C)cc3)nn2)cc1	-1	i	1	-9	0.5	-1	4	3	-3
Cc1nn(-c2ccccc2)c(C)c1NC(=O)COC(=O)c1cc(Br)ccc1O	6	i	-3	8	0.3	0	1	-10	-5
Cc1onc(-c2ccccc2Cl)c1C(=O)NC1CCS(=O)(=O)C1 (centres undefined)	-6	i	0	-2	-0.7	0	-1	-7	-1
COc1ccc(OC)c(S(=O)(=O)Nc2c(C)n(C)n(-c3ccccc3)c2=O)c1	12	i	-1	8	-0.8	-1	0	-4	-5
COc1cc(CNCc2ccccc2)ccc1OCC(O)c1ccccc1 (centres undefined)	4	i	-1	33	-0.8	-2	3	-10	-2
CC1(C(=O)Nc2ccc3ccccc3c2)CCC(=O)N1CCc1c[nH]c2ccccc12 (centres undefined)	15	i	-4	4	1.8	4	-1	0	15
C[C@H](CO)N1C[C@H](C)[C@@H](CN(C)Cc2ccc3c(c2)OCO3)Oc2c(NC(=O)C3CC3)cccc2C1=O	-6	i	0	1	x	3	1	-14	-3
NC(=O)Cn1c(-c2nonc2N)nc2ccccc21	-23	i	1	3	1.7	2	-1	-8	-8
CC(C)Oc1cccc(OCCN2C(=O)c3ccccc3C2=O)c1	-9	i	0	16	-1.3	-1	-6	3	16
CCOC(=O)N1CCN(C(=O)c2cc3c(s2)-c2ccc(Cl)cc2S(=O)(=O)C3)CC1	6	i	-2	-2	0.7	1	-4	0	-2
CN(C)c1ncnc2sc(-c3ccccc3)cc12	-6	i	-8	21	0.8	-2	-5	3	5
CC1(C)CN2C(=S)N(c3ccccc3)C(c3ccccc3)N2C1 (centres undefined)	-10	i	-10	-23	-0.5	2	-3	1	4
COc1ccc(Br)cc1C(=O)CCC(=O)OCC(=O)Nc1cc(C(N)=O)cc(C(N)=O)c1	-4	i	-1	-5	-0.7	2	-1	-5	-2
CC1(C)CNc2cc([N+](=O)[O-])ccc2S1	2	i	-7	8	0.8	-3	1	-1	5
CCOC(=O)N1CCC(Nc2ncnc3c2cnn3-c2ccc(Cl)cc2)CC1	4	i	-1	-11	1.5	1	8	3	-6
CCc1nc2ccc(C(=O)N3CCN(c4cccc(C(F)(F)F)c4)CC3)cc2nc1CC	2	i	2	-4	-0.9	-4	2	2	29
CC1(C)C2CCC1(CS(=O)(=O)NCc1ccc(C(F)(F)F)cc1)C(=O)C2 (centres undefined)	8	i	1	2	-0.4	1	3	0	2
Cc1cc(/C=N\NC(=O)CC(=O)NC2CCCCC2)c(C)n1-c1ccc(Cl)cc1	2	i	-4	3	x	2	-8	-6	7
O=C(Nc1ccc(C(=O)N2CCOCC2)cc1)C1CCC1	6	i	-2	-16	-0.1	-2	3	-6	-11
O=C(NCCc1ccccc1)c1ccc2c(c1)N(Cc1ccccc1)C(=O)CS2=O (centres undefined)	-8	i	-2	14	-1.3	2	-3	-7	0
COC(=O)Cn1c(CCS(=O)(=O)c2ccc(C)c(C)c2)nc2ccccc21	3	i	-6	1	-0.3	2	-7	-6	-4
CCN(/N=C/c1ccccc1)c1cc(=O)n(C)c(=O)[nH]1	5	i	-6	7	3.8	-2	2	-10	-8

Quoted at random: 2 entries already listed.
SMILES	CendR NRP1 mod	Neddyl block	bovine MsrA act	SKN-1 block	MsrA inhibitor	Rin1-Abl PPI inh	MT1-MMP act inh	eLon inh	FAS-TE inh
CC1(C)CN2C(=S)N(c3ccccc3)C(c3ccccc3)N2C1 (centres undefined)	-10	i	-10	-23	-0.5	2	-3	1	4
COC(=O)Cn1c(CCS(=O)(=O)c2ccc(C)c(C)c2)nc2ccccc21	3	i	-6	1	-0.3	2	-7	-6	-4

Full records from above. Screens in order: CendR NRP1 mod, Neddyl block, bovine MsrA act, SKN-1 block, MsrA inhibitor, Rin1-Abl PPI inh, MT1-MMP act inh, eLon inh, FAS-TE inh
`Cc1cc(/C=N\NC(=O)CC(=O)NC2CCCCC2)c(C)n1-c1ccc(Cl)cc1` as listed: 2, i, -4, 3, x, 2, -8, -6, 7
`COc1ccc(Br)cc1C(=O)CCC(=O)OCC(=O)Nc1cc(C(N)=O)cc(C(N)=O)c1` as listed: -4, i, -1, -5, -0.7, 2, -1, -5, -2

Next section
SMILES	CendR NRP1 mod	Neddyl block	bovine MsrA act	SKN-1 block	MsrA inhibitor	Rin1-Abl PPI inh	MT1-MMP act inh	eLon inh	FAS-TE inh
CCOc1ccc(NC(=O)c2ccc3c(SCC(=O)O)c4c(nc3c2)CCCC4)cc1	-4	i	-1	-11	0.3	0	5	4	4
COc1ccc(Nc2cc(Cl)nc(N)n2)cc1	-6	i	-1	15	1.6	-1	1	-5	-2
Cn1c(=O)n(C)c2cc(NC(=O)Cc3ccccc3[N+](=O)[O-])ccc21	10	i	-2	6	-0.1	1	6	-7	-4
Cc1ccn2c(CN3CCOCC3)c(-c3ccccc3)nc2c1	4	i	-4	-4	-0.2	1	1	2	-3
C=CCOc1ccc(C2C(C#N)=C(N)N(Nc3ccccc3)C3=C2C(=O)CC(C)(C)C3)cc1OC (centres undefined)	-17	x	1	11	2.6	-2	-5	-1	9
OC(COC1CCCCC1)CN1CCCCC1 (centres undefined)	6	i	-10	-10	-0.9	2	1	-3	-2
Cc1ccccc1NC(=O)Cc1nc(COC(=O)COc2ccc(C(C)(C)C)cc2)cs1	0	i	0	5	-1.3	1	-1	1	26
O=C(Nc1ccccc1)OCCOc1ccc(Br)cc1	-7	i	-2	7	1.0	1	-1	3	25
COc1cccc(C(=O)Nc2ccc(NC(=O)Cc3ccccc3)cc2)c1	4	i	-3	9	0.1	-3	4	-10	1
N#CC(=C1C=C(Br)C(=NO)C=C1Cl)c1ccc(Cl)cc1	-11	i	-2	9	-0.7	3	-1	7	-58
Cc1ccc(NC(=O)CS(=O)CC(=O)N2CCN(c3ccccc3)CC2)cc1 (centres undefined)	12	i	-3	-2	0.1	3	-1	-4	-3
CC(NS(=O)(=O)c1ccc(CCC(=O)N2CCN(C)CC2)cc1)c1ccccc1 (centres undefined)	8	i	-5	-5	-0.2	2	0	-6	-7
CC1=C/C(=N\OS(=O)(=O)c2ccccc2)C=CC1=O	0	i	-6	19	x	-1	23	1	11
COc1nccnc1NS(=O)(=O)c1ccc(NC(=S)NC(=O)c2ccccc2F)cc1	-10	i	-4	-1	0.5	-9	4	-1	-10
CCc1cccc(OC2OC(CO)C(O)C(O)C2NC(C)=O)c1 (centres undefined)	-7	i	-5	9	1.0	1	-4	7	-6
CCc1ccc(NC(=O)C(C)OC(=O)C2CCC(=O)N2)cc1 (centres undefined)	5	i	-4	4	-1.1	1	0	3	-3
CC(C)c1nnc(-c2ccc(Cl)cc2)c(N(C)C)n1	0	i	4	-1	1.4	3	-1	-2	4
COc1cccc(/C=C/C(=O)OCC(=O)Nc2cccc(S(=O)(=O)N3CCCCC3)c2)c1OC	-8	x	2	-2	0.6	-2	4	-6	29
CCCn1nnc(NC(=O)c2sc3ccccc3c2Cl)n1	0	i	-3	5	0.8	-2	2	1	-4
COc1ccccc1NC(=O)Nc1nnc(CC(=O)Nc2cccc(C)c2)s1	-7	i	-8	-1	0.4	-4	5	9	0
O=c1oc2ccccc2c2c1ncn2CCN1CCOCC1	-7	i	-10	16	1.1	-3	3	8	-10
Cc1cccc(OCCCC(=O)NNC(=O)CCN2CCN(c3ccccc3)CC2)c1	-4	i	-4	-1	0.4	-1	2	7	-4
O=C(Nc1nnc(SCC(=O)N2CCOCC2)s1)c1ccccc1	-93	i	-2	1	0.7	-1	0	-3	-14
CCN=C(NCC)SC1CC(=O)N(c2ccc(OCC)cc2)C1=O (centres undefined)	9	i	-5	10	-1.3	1	1	-8	-1
COc1ccccc1NC(=O)c1nn(C)cc1Br	-9	i	-1	8	0.2	-2	-3	0	-2
Cc1ccc(C2CC2/C(=N/O)c2ccc(F)cc2)cc1 (centres undefined)	14	i	3	13	-1.1	-3	6	9	4
Cc1cc(C=O)c(C)n1-c1ccc(NC2CCCC2)c([N+](=O)[O-])c1	6	i	-3	9	-0.2	-4	0	4	-74
CC12CCC3(CC1CCC1OC12)OCCO3 (centres undefined)	8	i	-2	-1	-0.2	0	3	1	-4
Cc1cccc(COc2ccc(/C=N/NC(=O)c3nnn(-c4nonc4N)c3C)cc2)c1	-11	i	-2	3	-0.3	0	1	-4	-4
COc1ccc(Cl)cc1C(=O)N1CCN(Cc2ccc3c(c2)OCO3)CC1	10	i	0	20	1.2	-1	-4	1	1
CCC(NC(C)C)C(O)c1ccc(O)c(O)c1 (centres undefined)	-6	i	-3	9	1.7	-2	2	-1	-4
CCN(CC(=O)Nc1c(F)cccc1F)C(=O)/C=C/c1ccc2c(c1)OCO2	0	i	-6	16	2.5	0	1	1	-7
CNS(=O)(=O)c1cnccc1N1CCN(c2cccc(Cl)c2)CC1	3	i	-3	-1	-0.1	-1	6	10	1
CC1CCc2c(sc3nc(CN4CCOCC4)nc(N4CCc5ccccc5C4)c23)C1 (centres undefined)	-37	i	2	4	-0.3	0	-11	-13	20
COc1cccc(C(=O)Nc2ccc(C3CC3(Cl)Cl)cc2)c1 (centres undefined)	21*	i	-3	8	1.4	-3	3	4	27
CCc1cccc(CC)c1NC(=O)CSc1nc2ccc(N3C(=O)C4C5C=CC(C5)C4C3=O)cc2s1 (centres undefined)	12	i	-1	8	2.0	0	17	-3	12

Rows are unselected; about 4.2% have a hit in one of these screens.
